# Source: PubChem BioAssay
# PP1 inh = PP1-alpha phosphatase inhibitors, primary screen, counter-screen for PP5 inhibitor project, biochemical, fluorescence, OMFP substrate, single point; Serine/threonine-protein phosphatase PP1-alpha catalytic subunit (Homo sapiens), P62136; purified PP1alpha; inhibition, % at 6.7 µM; 320,000 tested, 0.9% active; AID 2235, 2010;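 active = inhibition above the mean inhibition of all tested compounds plus 3 SD, computed separately for each screening campaign, cut at about 15% in these data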
# Target sequence (P62136 whole entry, looked up): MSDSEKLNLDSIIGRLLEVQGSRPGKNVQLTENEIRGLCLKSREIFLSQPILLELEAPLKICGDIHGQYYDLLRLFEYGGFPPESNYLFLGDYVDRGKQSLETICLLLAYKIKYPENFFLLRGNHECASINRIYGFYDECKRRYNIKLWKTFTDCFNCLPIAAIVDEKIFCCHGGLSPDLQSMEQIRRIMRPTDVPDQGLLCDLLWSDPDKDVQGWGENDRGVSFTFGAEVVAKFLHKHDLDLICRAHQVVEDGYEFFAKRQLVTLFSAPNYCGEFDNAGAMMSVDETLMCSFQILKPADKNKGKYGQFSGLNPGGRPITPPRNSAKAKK
# TPT1 inhibitor = Candida albicans TPT1 enzyme inhibitors, primary screen, biochemical, fluorescence polarization | recombinant caTPT1, FP RNA substrate dephosphorylation | inhibition, % at 5 µM | 300,000 tested, 0.81% active | AID 1962, 2009;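 active = inhibition above the mean of all tested compounds plus 3 SD, set per screening campaign, cut at about 24% in these data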;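 also: plate controls were DMSO alone for no effect and ferristatin control at 100 nM for full effect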
# PP5 inh = PP5 phosphatase inhibitors, primary screen, biochemical, fluorescence | Serine/threonine-protein phosphatase 5 (Homo sapiens), P53041 | purified PP5c, OMFP substrate fluorescence | AID 1987, 2009 | 320,000 tested, 0.18% active | inhibition, % at 6.7 µM;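 active = inhibition above the campaign's mean inhibition across all tested compounds plus 3 SD, cut at about 9.5% in these data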;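 also: 0% = DMSO only and 100% = 100 µM cantharidin control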
# Target sequence (P53041 whole entry, looked up): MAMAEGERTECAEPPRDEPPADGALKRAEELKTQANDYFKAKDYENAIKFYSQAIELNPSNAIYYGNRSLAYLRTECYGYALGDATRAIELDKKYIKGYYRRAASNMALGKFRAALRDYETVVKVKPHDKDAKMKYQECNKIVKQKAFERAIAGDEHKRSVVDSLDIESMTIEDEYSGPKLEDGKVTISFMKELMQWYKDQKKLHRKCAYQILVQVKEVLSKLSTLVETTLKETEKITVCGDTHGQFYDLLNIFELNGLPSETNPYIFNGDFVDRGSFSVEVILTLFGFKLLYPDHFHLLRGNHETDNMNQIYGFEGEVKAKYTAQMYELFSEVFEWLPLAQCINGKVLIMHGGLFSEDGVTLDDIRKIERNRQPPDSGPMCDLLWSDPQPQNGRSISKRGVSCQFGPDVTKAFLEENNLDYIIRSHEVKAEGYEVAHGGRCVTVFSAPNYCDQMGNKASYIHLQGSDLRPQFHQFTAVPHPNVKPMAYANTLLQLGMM
# Yeast superoxide = reduction of superoxide in aged yeast, primary screen, HTS; S. cerevisiae aged cells, superoxide DHE fluorescence; active compounds read low; superoxide response (% of plate mean), % at 10 µM; 330,000 tested, 0.18% active; AID 2690, 2010;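 active = superoxide response under a set limit, about three screen SD below normal, cut at about 65% in these data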;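 also: yeast aged for seven days with compound at 30 °C before DHE staining; 100% = average MFI of all compound-treated wells on the plate with controls excluded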
# EBNA-1 inhibitor = EBNA-1 DNA-binding inhibitors, primary screen, biochemical, fluorescence polarization; inhibition, % at 14.8 µM; 300,000 tested, 0.34% active; in the data active = inhibition above about 28%
# Fh CTSL1 inh = Fasciola hepatica cathepsin L1 inhibitors, primary screen, counter-screen for PFM18AAP inhibitor project, biochemical, QFRET, fluorogenic peptide substrate; recombinant F. hepatica cathepsin L1, Z-Leu-Arg-MCA fluorescence; inhibition, % at 5.96 µM; 300,000 tested, 0.49% active; AID 1906, 2009;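 active = inhibition above the mean of all tested compounds plus 3 SD, set per screening campaign, cut at about 17% in these data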;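 also: 0% = plate median of test compound wells and 100% = 1 µM Z-Phe-Ala-diazomethylketone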
# core dimer inh = inhibitors of HCV core protein dimerization, primary screen, biochemical, TR-FRET, high-throughput. TR-FRET GST/Flag-core106 dimerization, 1536-well. inhibition, % at 5 µM. 300,000 tested, 0.33% active. AID 1899, 2009;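 active = inhibition above the mean of all tested compounds plus 3 SD, set per screening campaign, cut at about 45% in these data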
#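 Test system: GST/Flag-tagged HCV core106 proteins; Medium: KF-containing HEPES buffer, pH 7.45, DTT, CHAPS, BSA; Times: compound-protein-antibody incubation 4 h at 22.5 °C; Detection: TR-FRET 671 and 617 nm emission; Benchmarks: wells lacking GST-core106 and wells with excess unlabelled core106.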
# ZTA counter = ZTA (EBV) inhibition in EBNA-1 counter-screen. inhibition, % at 11 µM. 320,000 tested, 0.15% active. AID 2234. ZTA-DNA binding, fluorescence polarization. P03206; in the data active = inhibition above about 33%
# Target sequence (P03206 whole entry, looked up): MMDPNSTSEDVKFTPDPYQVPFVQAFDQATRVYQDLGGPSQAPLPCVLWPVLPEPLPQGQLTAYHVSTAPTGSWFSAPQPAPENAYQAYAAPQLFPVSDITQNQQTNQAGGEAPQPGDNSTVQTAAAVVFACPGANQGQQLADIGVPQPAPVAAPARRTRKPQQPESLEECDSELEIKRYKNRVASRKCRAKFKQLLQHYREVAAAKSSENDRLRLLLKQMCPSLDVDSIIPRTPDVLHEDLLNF
# GASC-1 inh = inhibitors of GASC-1 histone demethylase, primary screen, biochemical, fluorescence, DELFIA europium; GST-JMJD2C(1-420) H3K9me3 demethylation; inhibition, % at 2.35 µM; Lysine-specific demethylase 4C (Homo sapiens), Q9H3R0; AID 2099, 2009; 330,000 tested, 0.069% active;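 active = more than half of a compound's replicate wells show inhibition beyond 50%, single wells judged on their own value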;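 also: signal counts dimethyl H3K9 product captured on neutravidin plate; 0% = median of DMSO wells and 100% = 0.3 times that DMSO median; strong numbers were not always called active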
# Numbers without * were called inactive; / = not tested or not shown.
SMILES,PP1 inh,TPT1 inhibitor,PP5 inh,Yeast superoxide,EBNA-1 inhibitor,Fh CTSL1 inh,core dimer inh,ZTA counter,GASC-1 inh
COc1ccc(NC(=S)NCc2ccco2)cc1,-1,-2,-0.6,89,3,1,-6,10,-4
CCOc1ncccc1C(=O)Nc1ccccc1F,-2,-3,0.7,98,2,1,-1,9,0
COc1ccc(-c2[nH]ncc2CN2CCC(C(=O)c3ccc(F)cc3)CC2)cc1,-5,0,3.9,106,-7,2,-2,-5,3
CCOc1cccc2cc(C(=O)NCc3ccc(OC)cc3)c(=N)oc12,1,-1,2.2,100,-1,1,6,-10,9
CCc1nc2ccccc2n1Cc1ccccc1OC,0,2,1.7,98,-5,-3,10,-1,-4
COc1ccc(-c2nc3ccc(C)cn3c2NCc2ccc3c(c2)OCO3)cc1,-1,1,4.8,118,-6,-1,-7,-15,-1
O=C(OCc1cncs1)c1ccccc1Cl,0,-1,-0.3,101,-2,1,0,-2,-1
CCOc1cc(N2CCOCC2)c(OCC)cc1NC(=O)C(NC(=O)c1ccco1)C(C)C (configuration not stated),-4,-3,-0.6,91,10,-3,-1,6,-1
CCN(Cc1ccccc1)C(=O)c1ccc(SC)cc1OC,-1,-1,3.2,112,0,3,2,10,189
COc1ccc(S(=O)(=O)CCC(=O)NCCc2ccc(S(N)(=O)=O)cc2)cc1,-1,-1,-0.4,96,-1,-6,-6,-10,3
O=C(CSCc1ccc([N+](=O)[O-])cc1)Nc1cccc(C(=O)Nc2ccccc2C(=O)O)c1,1,0,0.1,93,2,3,4,-2,-2
CN(C(=O)COC(=O)c1cc2c(s1)CCCCC2)c1ccccc1,3,2,2.8,100,82*,7,8,-10,-4
CCOc1ccccc1NC(=O)C1C2C=CC(C2)C1C(=O)O (configuration not stated),-2,2,1.2,79,13,4,-2,1,3
COc1ccc(CNC(=O)C2CCN(c3nc(-c4ccccc4)nc4c3CCC4)CC2)cc1,-5,2,6.9,96,7,7,-2,-27,-18
CCS(=O)(=O)N1CCC(C(=O)NCCc2ccc(OC)c(OC)c2)CC1,1,0,1.4,98,5,2,-4,1,-4
Cc1ccc(-n2nnnc2SCC(=O)NC(=O)Nc2ccc3c(c2)OCCO3)cc1,5,0,0.9,102,7,0,11,6,-11
CCc1nnc(NC(=O)C2CCCN(c3nc(C)cc(C)n3)C2)s1 (configuration not stated),-2,2,0.7,119,7,-2,0,5,-2
Cn1cc(C(=O)NC2CCCCC2)c(=O)c2cc(S(=O)(=O)N3CCCC3)ccc21,-4,0,3.0,107,0,0,0,8,-1
Cc1nc2ccc(C(=O)N3CCN(c4ccccc4)CC3)cc2s1,-3,-2,-1.3,105,2,-1,1,0,-1
CCOc1cc(/C=C2\C(=O)N(c3ccc(C(N)=O)cc3)N=C2C)ccc1OC(=O)c1cccs1,0,-4,12*,102,5,-4,28,-14,7
C=CC(=O)N=c1sc2ccccc2n1-c1ccccc1,-7,1,1.3,107,-3,6,8,-2,4
CC(c1n[nH]c(=S)n1-c1ccccc1)N1CCCCC1 (configuration not stated),-12,4,-2.7,111,-13,-8,1,13,11
COc1cc(C(N)=O)cc(Cl)c1OC,-3,0,2.0,86,1,-1,2,-5,-7
COc1ccc(-c2ccc3c(c2)S(=O)(=O)c2cccc(C(=O)O)c2C3=O)cc1OC,-4,/,2.6,122,/,/,/,0,/
COC(=O)c1c(NC(=O)C2C3CCC(O3)C2C(=O)O)sc2c1CCCCCC2 (configuration not stated),3,-1,12*,96,5,-1,1,-5,-5
Cc1ccc(S(=O)(=O)Nc2cccc3c2CCCC3)cc1,5,0,4.6,92,1,1,6,-1,-12
Cc1ccc(Nc2nnc(SCC(=O)c3ccc(Br)s3)s2)c(C)c1,17*,3,2.9,119,1,5,17,-3,14
COc1ccccc1/C=N/NC(=O)c1sc(C)nc1C,-1,4,1.8,103,-9,6,-3,-5,37
N#Cc1nc(-c2cccs2)oc1N1CCN(c2ccccc2)CC1,0,-5,-1.2,101,6,-2,7,1,-8
Cc1ccc(S(=O)(=O)Nc2ccccc2N2CCOCC2)cc1,0,-3,-1.1,97,-1,1,-10,-5,-5
COCCn1c(SCC(=O)Nc2cccc(S(N)(=O)=O)c2)nc2cc(Cl)ccc2c1=O,-1,-4,2.0,103,-1,0,-3,-12,1
CC(C)Sc1nc(N2CCCC2)c2c(c1C#N)CC(C)(C)OC2,4,-1,-0.6,93,0,2,1,5,-6
O=c1cc(-c2ccccc2)[nH]c2ccccc12,-4,0,4.5,92,-12,-4,-5,0,-9
CC(=O)c1ccccc1NC(=O)CN1C(=O)CS/C1=C\c1nc(-c2ccc(C)cc2)cs1,-11,3,-4.1,98,-1,18*,31,-13,-24
COc1ccc(/C=N/NC(=O)c2cccc([N+](=O)[O-])c2)c2ccccc12,0,1,2.5,112,-13,2,1,-6,-5
C=CCn1c(=S)[nH]c2cc(C(=O)Nc3ccc(OC)c(OC)c3)ccc2c1=O,2,1,-1.7,102,9,0,7,-3,21
O=C(c1ccc(Cl)cc1)C(Cn1cncn1)C(Sc1ccccc1)c1ccccc1 (configuration not stated),11,0,3.5,91,-5,2,9,2,1
NC(=O)C1CCN(C(=O)c2ccc3ccccc3c2)CC1,2,-2,1.1,98,3,-1,3,7,-16
O=C(OCCCc1cc2ccccc2c(=O)o1)c1ccc2c(c1)OCO2,2,/,-1.8,81,/,/,/,7,6
Cc1cc(C)c(NC(=O)C2CC(=O)N(c3ccc4c(c3)OCCO4)C2)c(C)c1 (configuration not stated),-3,2,0.8,99,-4,4,6,-15,-2

# One compound at a time (already shown). Values in the order: PP1 inh | TPT1 inhibitor | PP5 inh | Yeast superoxide | EBNA-1 inhibitor | Fh CTSL1 inh | core dimer inh | ZTA counter | GASC-1 inh
# COCCn1c(SCC(=O)Nc2cccc(S(N)(=O)=O)c2)nc2cc(Cl)ccc2c1=O as listed: -1 | -4 | 2.0 | 103 | -1 | 0 | -3 | -12 | 1
# Cc1ccc(S(=O)(=O)Nc2ccccc2N2CCOCC2)cc1 as listed: 0 | -3 | -1.1 | 97 | -1 | 1 | -10 | -5 | -5
# COc1cc(C(N)=O)cc(Cl)c1OC as listed: -3 | 0 | 2.0 | 86 | 1 | -1 | 2 | -5 | -7

# Following part.
SMILES,PP1 inh,TPT1 inhibitor,PP5 inh,Yeast superoxide,EBNA-1 inhibitor,Fh CTSL1 inh,core dimer inh,ZTA counter,GASC-1 inh
Cc1ccn2c(=O)nc(SCC(=O)NCc3ccc4c(c3)OCO4)nc2c1,1,-1,-0.4,98,-3,-1,3,-7,1
Cc1cc(F)ccc1S(=O)(=O)N1CCCOC1CNC(=O)C(=O)NCC(C)C (configuration not stated),-6,-1,-2.5,101,1,2,-9,-11,4
Nc1ccc(S(=O)(=O)Nc2nccc(/C=C/c3ccc(Br)s3)n2)cc1,5,6,-0.2,102,40*,5,32,19,7
CSCCC(Nc1ncnc2ccc(Br)cc12)C(=O)O (configuration not stated),-4,0,0.1,151,1,0,11,9,6
Cc1ccccc1OCCNC(=O)CNC(=O)c1ccccc1O,-1,-2,0.4,88,-6,-3,0,-16,4
c1ccc2c3n(nc2c1)CCCO3,-5,/,-1.3,117,/,/,/,5,7
CO/N=C/CC(=O)c1cnc(-c2ccc(Cl)cc2)s1,1,-1,-1.2,89,10,0,9,1,-12
CC(C)n1c(SC2CCOC2=O)nc2ccccc21 (configuration not stated),-4,-1,0.5,100,-11,-1,-1,-5,-5
COc1cc(CC(NC(C)=O)C(=O)NC2CCN(C(=O)Nc3ccccc3C)CC2)cc(OC)c1 (configuration not stated),3,1,-7.8,124,-7,11,1,-19,55
COc1cc(NC(=O)COn2nnc3ccc(S(C)(=O)=O)cc32)cc(OC)c1,-3,-1,1.2,105,-6,9,-2,-12,-2
CCOC(=O)N1CCN(CC(O)COc2ccc(C)c(C)c2)CC1 (configuration not stated),0,0,0.8,94,-11,-4,-2,-7,-15
O=C(NCc1nnc2c3ccccc3c(-c3ccccc3)nn12)c1ccc(Cl)cc1,9,-7,0.6,104,-4,2,18,8,-2
O=C(CNC(=O)c1ccco1)NCC(=O)OC(C(=O)c1ccccc1)c1ccc(Cl)cc1 (configuration not stated),-2,-2,1.2,107,4,-4,2,4,8
C=CCn1c(COc2ccccc2F)nnc1SCC(=O)c1c[nH]c2ccccc12,1,1,0.9,103,-10,2,1,-10,1
CCN1CCN(C(=O)C(C)Nc2cc(Cl)c(OC)cc2OC)CC1 (configuration not stated),-3,-16,0.0,96,12,-1,1,6,-4
COc1ccccc1NC(=O)CNc1ccc(F)c(Cl)c1,-2,3,1.8,96,-2,-1,-7,14,-19
Cc1ccnc(NC(=O)/C=C/c2cccs2)c1,2,-8,-0.1,101,-11,1,1,-13,1
C=C1CC2C=C(NC(C)=O)CC(C1)C2 (configuration not stated),1,-4,0.5,80,-1,-1,2,-1,2
COc1ccc(Cl)cc1C(=O)NC(C)C,-6,1,-0.2,109,0,1,3,2,10
CCO[C@H]1OC(C(=O)NC2CC2)=C[C@@H](c2csc3ccccc23)[C@@H]1CCCO,-4,0,-1.8,96,5,1,6,3,-3
CCCCN1C(=O)NC(NC(=O)C2CC2)(C(F)(F)F)C1=O (configuration not stated),-3,1,1.8,100,-11,-2,-3,-1,-18
COc1cccc(-c2nnn(CC(=O)N(CC(C)C)C3CCS(=O)(=O)C3)n2)c1 (configuration not stated),-1,2,-1.0,94,5,4,-4,-2,13
Cc1ccc(O)c(NC(=O)c2cc(-c3cccs3)on2)c1,1,0,-1.1,113,0,4,17,11,-4
O=C(CSc1ccccc1)Nc1nnc(C2CC2)s1,-12,2,-3.9,95,-10,-5,5,4,7
O=C(Nc1ccc(F)cc1F)c1c(C(F)(F)F)ccnc1Oc1ccccc1,1,-1,2.4,96,-7,-2,-1,-16,-9
CCN(CC(=O)Nc1ccccc1C(F)(F)F)C(=O)c1cccc(N2C(=O)CCC2=O)c1,-4,0,-2.6,95,2,-1,-4,11,12
COc1cc(CCC(=O)OCC(=O)Nc2ccccc2OC(F)F)cc(OC)c1OC,0,-4,3.0,100,5,-13,-2,1,3
O=C(Cc1ccc(Cl)cc1)Nc1ccc(NC(=O)c2cccs2)cc1,3,-1,-1.8,106,7,6,7,6,-3
CCOc1cc(/C=C2\SC(=N)N(c3nonc3N)C2=O)ccc1OCC(N)=O,-5,2,-0.2,108,6,1,4,9,0
Cc1cc([N+](=O)[O-])c(NCCCCCCO)c([N+](=O)[O-])c1,0,3,1.0,130,-12,4,-3,1,-6
O=C(CNC(=O)c1ccco1)Nc1ccc(Br)cc1,-2,-7,-0.1,102,-12,-2,-11,-11,-5
COc1ccc(N(C(=O)c2ccc(S(=O)(=O)N3CCOCC3)cc2)C2C=CS(=O)(=O)C2)cc1 (configuration not stated),-4,0,0.9,118,-5,-8,0,-3,-6
O=C(Nc1ccccc1F)c1cnccn1,0,4,-0.1,106,-2,3,1,3,6

# Look-ups from the entries so far.
# In PP5 inh, COc1cccc(-c2nnn(CC(=O)N(CC(C)C)C3CCS(=O)(=O)C3)n2)c1 (configuration not stated) shows -1.0
# In TPT1 inhibitor, CCCCN1C(=O)NC(NC(=O)C2CC2)(C(F)(F)F)C1=O (configuration not stated) shows 1
# In Yeast superoxide, COc1ccc(N(C(=O)c2ccc(S(=O)(=O)N3CCOCC3)cc2)C2C=CS(=O)(=O)C2)cc1 (configuration not stated) shows 118
# In GASC-1 inh, Cc1ccc(O)c(NC(=O)c2cc(-c3cccs3)on2)c1 shows -4
